Assay outcomes as filed in PubChem BioAssay.
b-catenin transl: modulators of beta-catenin nuclear translocation; HeLa beta-catenin nuclear translocation, immunofluorescence imaging; nuclear translocation activity, % at 5 µM; 190,000 compounds, 0.3% hits;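 active = nuclear translocation activity above 50% at 5 µM, with a well cell count of 50 or more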;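 also: per-cell ratio of nuclear to cytoplasmic median beta-catenin stain intensity; plate controls were DMSO negative control for no effect and GSK-3 inhibitor IX positive control for full effect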
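Technique: fluorescence imaging of beta-catenin antibody stain plus DAPI / Material: human HeLa cell line / Incubation: compound treatment 24 h, 37°C, 5% CO2 / Read-out basis: % activation of per-cell nuclear versus cytoplasmic median beta-catenin signal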
Ins promoter up: MIN6 insulin promoter up-regulation; MIN6 insulin promoter-GFP reporter, high-content imaging; hits give high values; z-score at 5 µM; 190,000 compounds, 0.3% hits; AID 1625;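 active = z-score above 3 at 5 µM with at least 500 cells counted in the well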
WT yeast gro inh: growth inhibition of WT yeast, mitochondrial fusion screen | mitochondrial fusion phenotypic screen, WT strain | inhibition, % at 10 µM | 190,000 compounds, 2.1% hits | AID 1362; in the data active = inhibition above about 58%; tested in S. cerevisiae
XIAP displacement: small molecules displacing peptide from XIAP – biochemical, IAP family, fluorescence polarization (AID 1018) | XIAP BIR domain, fluorescence polarization peptide displacement; higher % means a stronger effect | displacement, % at 20 µM; hits with a dose series show IC50 in µM | 200,000 compounds, 0.007% hits; in the data active = displacement above about 50%; also: a part of the inactive calls stands beside numbers as strong as those of hits
MT stabilizer: stabilizes microtubules in HeLa cells. HeLa tubulin immunostaining HCS, 24 h; share of cells brighter than vehicle mean+2SD. % tubulin-high responders, % at 10 µM. 200,000 compounds, 0.83% hits. AID 2205;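 active = plate Z-score above 3 for both tubulin-high and condensed-nucleus cell shares, with cell loss under 80%, at 10 µM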;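 also: anti alpha tubulin signal scored within the nucleus-defined area of each cell; some results filed as inactive read as strong as hits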
CSM14.1 death rescue: rescue of cells from ER stress-induced death, primary screen, 384-well, CSM14.1, thapsigargin, ATP luminescence (AID 1222) | CSM14.1 thapsigargin-induced death rescue, ATP luminescence; higher % means a stronger effect | 190,000 tested, under 10 active | one-dose cellular ATP content (survival), % at 20 µM; EC50 in µM for titrated hits;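 active = EC50 below 50 µM in the dose-response confirmation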;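 also: death triggered by thapsigargin at about 15 µM added after 2 h compound pretreatment; cell ATP read after overnight thapsigargin exposure of roughly 18 to 22 hours; normalized against plate controls of thapsigargin alone and 5% DMSO vehicle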
Autophagy HCS: modulators of autophagy. MEF GFP-LC3 puncta imaging; test concentration mostly 10 µM. calls only at 10 µM (by protocol). 190,000 compounds, 0.98% hits;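 active = percentage of spot-positive cells more than 3 SD above its plate mean, without a fluorescence outlier flag or 80% toxicity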;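 also: spot-positive cell cutoff set from DMSO-treated cells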
Hep lipid drop: hepatic lipid droplet formation modulation; AML12 mouse hepatocytes, oleate lipid droplets, BODIPY imaging; inhibition, % at 6.5 µM; 240,000 compounds, 0.4% hits;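 active = lipid droplet intensity inhibited by at least 50%, with more than 500 cells counted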
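Test system: AML12 hepatocytes (mouse); reagent: oleate loading, 100 µM; dosing: one dose, 6.5 µM compound; incubation: overnight exposure; signal: fluorescence imaging, 20x objective, two fields per well; read-out basis: % inhibition of corrected integrated BODIPY droplet signal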
Dynein transport: blocks dynein driven cargo transport along microtubules; z-score, hits read low; 220,000 compounds, 0.47% hits; 3617.4 mouse cells, GR-EGFP nuclear translocation imaging; test concentration mostly 20 µM; stimulated with dexamethasone, 1 µM; hits give low values; AID 1381;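 active = plate z-score of nuclear minus cytoplasmic receptor signal below a set negative limit, without overly bright fluorescence or cell loss, cut at about -3.5 in these data, passing the limit was not always enough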;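 also: z-score of nuclear minus cytoplasmic ring GR-EGFP intensity difference per well; some compounds called inactive have numbers as strong as hits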
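Also added: dexamethasone, 1.0 µM final. Medium: tet-free, stripped-serum medium. Detection: fixed, Hoechst-stained cells imaged at 10x for EGFP. Read-out: nuclear-to-cytoplasmic GR-EGFP distribution per well. Times: induction 48 h, compound 1 h, agonist 30 min.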
WT yeast gro inh mutant strain: second read-out of WT yeast gro inh, no call of its own (marks repeat the call); inhibition, %; mitochondrial fusion phenotypic screen, mutant strain inhibition
Dynein transport cytoplasmic EGFP: also measured in Dynein transport; calls as there; z-score; measured here: cytoplasmic GR-EGFP intensity; hits give high values
Dynein transport nuclear GR-EGFP: also measured in Dynein transport; calls as there; z-score; measured here: nuclear GR-EGFP intensity;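 lower value marks the stronger effect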
Dynein transport cell count: also measured in Dynein transport; calls as there; z-score; measured here: cell count per field
Ins promoter up cell count: recorded beside Ins promoter up, whose call it bears; cell count; measured here: cytotoxicity, nuclei count;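 total cells summed across four imaged fields per well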
Hep lipid drop cells 6.5 µM: further read-out of Hep lipid drop, marked with its call; cell count; measured here: cell count, cytotoxicity flag;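 cells counted across two imaged fields per well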
b-catenin transl cell count 5 µM: also measured in b-catenin transl; calls as there; cell count; measured here: cell count, cytotoxicity flag
MT stabilizer Hoechst-high %: further read-out of MT stabilizer, marked with its call; % Hoechst-high responders; measured here: nuclear condensation Hoechst responders;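 share of cells brighter than vehicle mean plus two SD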
MT stabilizer cytotoxicity %: second read-out of MT stabilizer, no call of its own (marks repeat the call); toxicity, %; measured here: cytotoxicity by cell density;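 0% = mean cell density of plate MIN control wells and 100% = no cells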
Autophagy HCS cell loss 18 h: recorded beside Autophagy HCS, whose call it bears; toxicity, %; measured here: cell loss, nuclei count;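 cell loss after 18 h compound exposure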
An asterisk follows results filed as active; i = inactive; nt = no result given. Rows are unselected. About 4% of those tested had a hit in this group.

Structure,b-catenin transl,b-catenin transl cell count 5 µM,Ins promoter up,Ins promoter up cell count,WT yeast gro inh,WT yeast gro inh mutant strain,XIAP displacement,MT stabilizer,MT stabilizer Hoechst-high %,MT stabilizer cytotoxicity %,CSM14.1 death rescue,Autophagy HCS,Autophagy HCS cell loss 18 h,Hep lipid drop,Hep lipid drop cells 6.5 µM,Dynein transport,Dynein transport cytoplasmic EGFP,Dynein transport nuclear GR-EGFP,Dynein transport cell count
O=C(CSc1nc2ccccc2c(=O)n1CCC(=O)N1CCN(c2ccccc2)CC1)NCC1CCCO1 (stereo not drawn),nt,nt,-0.09,1318,-7.8,8.1,-8.5%,2.3,2.3,5.7,-1.2%,i,0.1,-28.4,755,0.284,-0.296,0.257,-0.471
CCc1nc(Cl)c(C#N)c2c1CSC(C)(C)C2,-2.8,1079,-0.25,1483,16.5,9.6,-5.2%,3.4,2.0,3.1,-0.6%,i,-10.0,-8.0,563,1.03,-0.24,0.824,-0.64
Cc1ccc2oc(=O)c3cnn(CC(=O)N4CCN(c5ccccn5)CC4)c3c2c1,3.6,1100,-0.94,984,10.4,2.8,-4.2%,2.0,2.9,9.1,2.1%,i,7.3,nt,nt,-0.99,-0.0627,-0.539,0.678
O=C(NC(=S)N1CCN(c2ccccn2)CC1)c1ccco1,0.3,966,1.11,1421,-12.1,-3.0,-7.1%,2.1,1.9,6.8,-0.1%,i,4.8,-0.5,752,1.01,-0.219,0.523,0.466
CCOCCc1nnc(NC(=O)c2cc(OC)c(OC)c(OC)c2)s1,-6.7,1211,1.1,1338,0.9,-12.1,0.0%,2.2,1.4,3.7,3.2%,i,-11.5,-7.5,722,-0.156,-0.2,0.0589,0.265
Cc1ccc(C(=O)/C=C/N(C)C)o1,-5.2,1063,0.38,1590,18.2,0.8,-4.5%,6.0,1.8,3.0,0.2%,i,14.4,15.3,706,0.808,-0.258,1.21,-2.48
O=C(NC1CCN(C(=S)NCc2ccco2)CC1)C12CC3CC(CC(C3)C1)C2,-1.3,1104,0.07,1907,-22.4,-44.0,-3.0%,3.6,1.1,7.7,1.6%,i,31.0,5.2,678,0.72,-0.176,0.631,1.05
Cc1ccc(-c2cc(C)nc3ncnn23)cc1,-0.8,1110,-1.18,864,7.9,7.5,-1.8%,4.8,1.7,7.1,0.4%,i,13.1,nt,nt,-0.0163,-0.245,0.00825,0.416
CCC(=O)c1ccc(N2CCCC2)c(F)c1,-0.7,1186,-0.43,863,-7.3,-5.2,-3.8%,5.0,2.5,0.9,-2.2%,i,0.3,-6.3,724,-0.243,-0.22,-0.175,-0.595
CCOc1ccccc1NC(=O)CSc1nnc(Cn2c(=O)sc3ccccc32)n1C,-2.6,1200,-0.07,1321,12.1,5.7,-2.2%,1.9,2.3,5.8,-1.8%,i,10.0,52.7*,758*,-0.0416,-0.195,0.314,-0.211
c1ccc(-c2csc(Nc3nc(N4CCOCC4)nc(N4CCOCC4)n3)n2)cc1,-1.5,1376,-1.87,1388,16.9,20.5,-1.3%,4.7,3.7,6.3,6.6%,i,22.4,nt,nt,-0.379,-0.439,0.00978,0.535
CN(CCC#N)C(=O)CSc1nc2scc(-c3ccccc3)c2c(=O)[nH]1,-1.1,540,0.49,1245,-11.7,-16.7,-31.9%,2.1,3.0,2.9,-2.7%,i,-5.2,-1.4,631,-0.709,-0.182,-0.741,1.14
CCC(C)NC(=O)c1cc(-c2ccccc2O)on1 (stereo not drawn),0.9,1224,1.21,769,-2.5,0.1,-2.1%,2.5,3.0,8.4,-0.5%,nt,nt,nt,nt,-0.0109,-0.22,0.00545,0.115
O=C(CCC(=O)c1cccs1)OCc1nnc(-c2ccccc2)o1,-5.7,1192,nt,nt,53.2,-6.6,-2.4%,4.7,2.8,5.0,3.9%,i,4.1,-6.8,726,-0.57,-0.319,-0.895,-0.252
COc1ccc(NC(=O)CNS(=O)(=O)c2ccccc2)cc1Cl,1.4,1062,-0.83,1605,0.8,-4.2,-5.8%,1.9,1.4,3.8,-0.4%,i,2.6,-4.8,693,-0.00437,-0.26,0.22,-0.837
CC(=O)NCC1CCCN(c2nc3nonc3nc2N(C)Cc2ccccc2)C1 (stereo not drawn),-1.0,1023,-1.36,1421,-0.1,-9.8,-3.4%,3.7,2.0,10.8,1.0%,i,-12.6,3.4,722,0.504,0.0169,0.843,-1.06
Cc1cccc(-c2noc(CN(C(=O)CCc3ccccc3)C(C)C)n2)c1,0.3,1194,-0.04,1227,57.6,2.4,-3.0%,5.0,2.1,7.9,-0.3%,i,0.1,0.4,774,-0.178,-0.186,0.0196,-0.0415
CCN(CC(=O)NC(C)(C)C)C(=O)COc1c(Cl)cc(Cl)c2ccc(C)nc12,0.0,1278,0.18,1400,nt,nt,nt,nt,nt,nt,nt,nt,nt,34.8,705,0.682,-0.288,0.0935,-0.481
Cc1ccc(-c2cc(C(F)F)n3ncc(C(=O)Nc4cn(C)nc4C)c3n2)cc1,2.0,1390,-0.23,974,-18.4,-8.2,-1.0%,1.6,2.3,0.3,7.0%,i,17.8,-5.2,677,-0.471,-0.26,-0.325,0.931
COc1ccc(NS(=O)(=O)c2cccc(-c3nnc(-c4ccccc4)o3)c2)cc1,1.3,513,nt,nt,48.4,15.0,-5.6%,2.6,2.0,6.2,-6.3%,i,-6.1,6.9,721,-0.379,-0.246,0.1,0.476
O=C(Nn1c(C2CC2)nc2ccccc2c1=O)c1ccco1,-1.3,1028,0.58,1247,-11.7,-20.0,-10.1%,3.8,2.9,2.1,nt,i,-63.3,-2.3,691,-0.115,-0.199,0.158,0.407
CC(C)c1ccc(/C=N/NC(=O)c2cccc(Cl)c2)cc1,nt,nt,-3.75,625,19.8,19.6,-6.7%,22.7*,39.9*,32.1*,-6.4%,i,16.4,-18.6,674,-0.432,-0.275,-0.288,0.446
O=C(COC(=O)CCC(=O)c1ccc(F)cc1)Nc1ccccc1,-1.7,1100,-0.67,1384,9.2,5.9,-1.6%,1.1,1.9,0.4,-1.1%,i,11.7,-12.0,715,0.186,-0.369,-0.434,-0.227
CCOc1ccc(N(CC(=O)Nc2ccccc2)S(C)(=O)=O)cc1,-3.3,1010,nt,nt,6.7,1.9,-5.0%,3.6,2.8,6.9,-1.5%,i,10.1,nt,nt,0.0857,-0.146,0.679,0.0223
C=CCc1cc(/C=C2/NC(=O)N(CC(=O)OC)C2=O)cc(OC)c1O,0.6,1089,-0.17,1404,18.7,-1.4,-4.3%,2.5,1.3,12.6,-0.7%,i,-5.5,4.1,718,1.01,-0.152,0.686,-0.758

3 entries already listed, ordered by formula weight, ascending:
Structure,b-catenin transl,b-catenin transl cell count 5 µM,Ins promoter up,Ins promoter up cell count,WT yeast gro inh,WT yeast gro inh mutant strain,XIAP displacement,MT stabilizer,MT stabilizer Hoechst-high %,MT stabilizer cytotoxicity %,CSM14.1 death rescue,Autophagy HCS,Autophagy HCS cell loss 18 h,Hep lipid drop,Hep lipid drop cells 6.5 µM,Dynein transport,Dynein transport cytoplasmic EGFP,Dynein transport nuclear GR-EGFP,Dynein transport cell count
O=C(COC(=O)CCC(=O)c1ccc(F)cc1)Nc1ccccc1,-1.7,1100,-0.67,1384,9.2,5.9,-1.6%,1.1,1.9,0.4,-1.1%,i,11.7,-12.0,715,0.186,-0.369,-0.434,-0.227
Cc1cccc(-c2noc(CN(C(=O)CCc3ccccc3)C(C)C)n2)c1,0.3,1194,-0.04,1227,57.6,2.4,-3.0%,5.0,2.1,7.9,-0.3%,i,0.1,0.4,774,-0.178,-0.186,0.0196,-0.0415
Cc1ccc(-c2cc(C(F)F)n3ncc(C(=O)Nc4cn(C)nc4C)c3n2)cc1,2.0,1390,-0.23,974,-18.4,-8.2,-1.0%,1.6,2.3,0.3,7.0%,i,17.8,-5.2,677,-0.471,-0.26,-0.325,0.931

Entries of single compounds from above. Order of screens: b-catenin transl | b-catenin transl cell count 5 µM | Ins promoter up | Ins promoter up cell count | WT yeast gro inh | WT yeast gro inh mutant strain | XIAP displacement | MT stabilizer | MT stabilizer Hoechst-high % | MT stabilizer cytotoxicity % | CSM14.1 death rescue | Autophagy HCS | Autophagy HCS cell loss 18 h | Hep lipid drop | Hep lipid drop cells 6.5 µM | Dynein transport | Dynein transport cytoplasmic EGFP | Dynein transport nuclear GR-EGFP | Dynein transport cell count
Cc1ccc(-c2cc(C)nc3ncnn23)cc1 reads -0.8 | 1110 | -1.18 | 864 | 7.9 | 7.5 | -1.8% | 4.8 | 1.7 | 7.1 | 0.4% | i | 13.1 | nt | nt | -0.0163 | -0.245 | 0.00825 | 0.416
O=C(NC1CCN(C(=S)NCc2ccco2)CC1)C12CC3CC(CC(C3)C1)C2 reads -1.3 | 1104 | 0.07 | 1907 | -22.4 | -44.0 | -3.0% | 3.6 | 1.1 | 7.7 | 1.6% | i | 31.0 | 5.2 | 678 | 0.72 | -0.176 | 0.631 | 1.05
O=C(CCC(=O)c1cccs1)OCc1nnc(-c2ccccc2)o1 reads -5.7 | 1192 | nt | nt | 53.2 | -6.6 | -2.4% | 4.7 | 2.8 | 5.0 | 3.9% | i | 4.1 | -6.8 | 726 | -0.57 | -0.319 | -0.895 | -0.252
Cc1ccc(C(=O)/C=C/N(C)C)o1 reads -5.2 | 1063 | 0.38 | 1590 | 18.2 | 0.8 | -4.5% | 6.0 | 1.8 | 3.0 | 0.2% | i | 14.4 | 15.3 | 706 | 0.808 | -0.258 | 1.21 | -2.48
O=C(Nn1c(C2CC2)nc2ccccc2c1=O)c1ccco1 reads -1.3 | 1028 | 0.58 | 1247 | -11.7 | -20.0 | -10.1% | 3.8 | 2.9 | 2.1 | nt | i | -63.3 | -2.3 | 691 | -0.115 | -0.199 | 0.158 | 0.407
